# Fluorescein autfl: compound fluoresces in the fluorescein spectral region | max fluorescein-equivalent concentration, M | AID 593 | Compound autofluorescence, 480/540 nm, fluorescein-equivalent; stronger effect = higher value | hit rate 0.91% among 59,000; in the data active = max fluorescein-equivalent concentration above about 10 nM; inconclusive = between about 1.1 nM and that limit
#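 Library compounds, added at multiple concentrations to pH 8.0 Tris buffer (100 mM), incubate 15 min at room temperature before CCD imaging at 480 nm excitation and 540 nm emission.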
# BRCT inh red: inhibitors of human BRCA1 BRCT-phosphoprotein interaction (red fluorophore). P38398. BRCT-phosphopeptide binding, red fluorescence polarization. Potency, µM (highest dose often 76.9 µM), without a hit: at the highest dose activity change, negative = inhibition, actives largely listed as inhibitors. hit rate 0.03% among 75,000. AID 892; note: % is set by controls: 0 for no effect and ±100 for the full control effect
#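 Fluorescence polarization: 100 nM His-tagged BRCA1 BRCT with 100 nM TAMRA-labelled phospho-BACH1 decapeptide, phosphate buffer pH 7.3 with 150 mM NaCl, DTT, 0.01% Tween 20; 12 min RT. Binding inhibition seen as FP decrease.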
# GFP derepression: epigenetic GFP locus derepression in mouse cells | mouse C127i GFP locus derepression, cytometry, 30 h | hit rate 0.09% among 68,000 | Potency, µM (titrated, usually from 46.1 µM), without a hit: top-dose GFP derepression (activation); note: % of control where 0% means no effect
#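 Locus derepression in mouse mammary C127i cells whose integrated CMV-GFP reporter is normally silent; GFP expression after 30 h compound treatment was quantified by counting fluorescent cells.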
# HEK293 cAMP ctrl: parental HEK293 cAMP activation (counter-screen); hit rate 2.5% among 73,000; parental HEK293 CNG cAMP sensor, membrane potential fluorescence; Potency, µM (doses to about 57.1 µM), for the others: at the highest dose activation, hits mostly activators; note: potency is the fitted concentration of half-maximal effect; % of control where 0% means no effect; nearly all actives have a fitted effect of over 55% in size
#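 Parental HEK 293 cells stably expressing a cAMP-gated CNG channel were loaded with membrane potential dye containing 100 uM RO 20-1724 for 60 min. Compound added for 30 min; depolarization read as fluorescence intensity at 590 nm.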
# Casp1 inh: blocks human caspase-1 allosterically or competitively; Caspase-1 enzyme, Ac-WEHD-AFC fluorogenic rate; Potency, µM (doses to about 57.5 µM), without a hit: at the top dose activity change, negative = inhibition, hits mostly inhibitors; P29466; hit rate 0.03% among 75,000;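 note: potency is the fitted concentration of half-maximal effect; plate controls were vehicle for no effect and no substrate for full effect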
# Casp7 inh: caspase-7 (human) inhibition, allosteric or competitive. Potency, µM (series often up to 57.5 µM), without a hit: top-dose activity change, negative = inhibition, most hits filed as inhibitors. P55210. AID 889. hit rate 0.02% among 75,000. recombinant caspase-7, Ac-DEVD-AFC fluorescence rate; active = well fitted inhibition curve with a large enough effect in the main read-out, with a control signal flat, not every such curve was filed as active; inconclusive = small, poorly fitted or top-dose-only effect, or a change in a side signal; note: potency is the fitted concentration of half-maximal effect; % of control where 0% means no effect
# A350 fluor: compounds fluorescent in Alexa 350 spectral region | Compound autofluorescence, 340/450 nm, Alexa 350 dye-equivalents; stronger effect = higher value | hit rate 11% among 59,000 | AID 590 | max dye-equivalent concentration, M; in the data active = max dye-equivalent concentration above about 10 nM; inconclusive = mostly about 1.1 nM to 9.6 nM
# Ub-GFP proteasome: ubiquitin-GFP accumulation via proteasome inhibition | Ubiquitin-GFP reporter cells, proteasome inhibition, GFP fluorescence; response scale: untreated = 0%, 10 µM MG-132 = 100% | Potency, µM (top dose mostly 45.9 µM), without a hit: at the highest dose activation (GFP accumulation), most hits filed as activators | 67,000 tested, under 10 active; active = well fitted activation curve with a large enough effect, not every such curve was filed as active; inconclusive = small, poorly fitted or top-dose-only effect, or another doubt; inactive = no such curve, though single readings can be large or run the other way; note: potency is the fitted concentration of half-maximal effect
#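 U2OS cells stably expressing ubiquitin(G76V)-GFP, seeded overnight in 0.5% FBS medium, were exposed to compounds (qHTS, 46 uM to 2.9 nM) for 4 hr at 37 °C. GFP-positive cells were counted by laser cytometry (488 ex/515 em), normalized between basal and 10 uM MG-132.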
# 4MU fluor: 4-MU region autofluorescence; AID 589; hit rate 11% among 59,000; compound autofluorescence, 340/450 nm, 4-MU equivalents; stronger effect = higher value; max dye-equivalent concentration, M; in the data active = max dye-equivalent concentration above about 10 nM; inconclusive = mostly about 1.1 nM to 9.6 nM
#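 Compounds in 100 mM Tris, pH 8.0, incubated 15 min at room temperature, then fluorescence read at 340 nm excitation/450 nm emission. Signal converted to 4-MU dye-equivalent concentration using an on-plate six-point 4-MU standard curve.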
# USP2a inhib: blocks human ubiquitin-specific protease USP2a; O75604; USP2a enzymatic assay, qHTS inhibition; Potency, µM (top dose mostly 38.3 µM), for inactives: top-dose activity change, negative = inhibition, hits mostly inhibitors; hit rate 0.1% among 60,000;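 note: potency is the fitted concentration of half-maximal effect; nearly all actives have a fitted effect of over 60% in size; plate controls were DMSO for no effect and NEM full inhibition control for full effect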
#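 Inhibition is measured in a cell-free coupled assay with 20 nM USP2 core, 20 nM Ub-PLA2 and 20 uM NBD C6-HPC, 2.5 h incubation. Activity normalized to NEM control.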
# BRCT inh green: BRCA1 BRCT-phosphoprotein interaction inhibition. Potency, µM (highest dose often 76.9 µM), for the others: top-dose activity change, negative = inhibition, hits mostly inhibitors. hit rate 0.05% among 75,000. P38398. BRCA1 BRCT-phosphopeptide binding, green fluorescence polarization;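 note: potency is the fitted concentration of half-maximal effect; plate controls were peptide without protein for full effect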
#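 Fluorescence polarization: His-tagged BRCT (~35 kDa BRCA1 C-terminus, 250 nM) bound to 100 nM fluorescein-labeled phosphorylated 10-aa BACH1 peptide, pH 7.3 phosphate buffer with DTT and Tween 20. Compounds incubated 12 min at room temperature; inhibition read as lowered polarization.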
# * marks the source's active call; other numbers are inactive results; i = inactive; ? = inconclusive; · = no result given; [ ] = another dose, or the depositor's remark. Unless noted, calls come from the whole dose curve; as a rule, active = well fitted curve in the direction sought with a large enough effect; inconclusive = small, poorly fitted or top-dose-only effect, or another doubt; inactive = no such curve, though single readings can be large; an effect the other way counts as inactive or inconclusive. An excerpt, so the mix of outcomes need not match the whole.
SMILES,Fluorescein autfl,BRCT inh red,GFP derepression,HEK293 cAMP ctrl,Casp1 inh,Casp7 inh,A350 fluor,Ub-GFP proteasome,4MU fluor,USP2a inhib,BRCT inh green
CSc1nc2sc3c(c2c(=O)[nH]1)CCCC3,·,1.3%,·,-4.9%,-3.2%,-2.4%,·,·,·,·,-0.5%
O=C(O)c1nc2nc(Cl)c(Cl)nc2[nH]1,i,0.0%[15.4 µM],0.0%[9.22 µM],8.9%[11.4 µM],-3.7%[11.5 µM],-0.3%[11.5 µM],?,-2.3%[9.17 µM],?,·,-0.3%[15.4 µM]
N#CCCCSc1nnnn1-c1cccc(Cl)c1,i,0.1%,-1.7%,4.2%,-0.3%,-2.0%,i,-1.3%,i,6.6%,-0.7%
C=CCN1C(=O)C2C(C(=O)NCc3ccccc3)C3(C)C=CC2(O3)C1C(=O)NC(C)(C)C (stereo not drawn),?,-0.3%,1.3%,?,0.8%,-0.1%,i,-2.5%,i,5.2%,-3.0%
CCCn1cc(SCC(=O)NCc2ccco2)c2ccccc21,i,0.3%,2.2%,22.5%,-3.0%,-1.0%,?,0.9%,i,-9.3%,-5.2%
COC(=O)c1ccc(NC(=O)CN2C(=O)CCC2=O)cc1,?,-0.3%,-1.0%,-0.5%,2.8%,-3.1%,i,4.9%,i,4.2%,-1.0%
O=C(Nc1ccccc1)N1CC[C@@]2(CCCN(C(=O)c3cc(C(F)(F)F)cc(C(F)(F)F)c3)C2)C1,?,-1.0%,11.5%[9.22 µM],24.6%,-1.6%,-1.5%,i,-2.2%,i,92.2%[activator],-6.4%
COc1ccccc1NC(=O)N1CCC(C(=O)c2ccc(F)cc2)CC1,i,-1.0%,-2.3%,9.8%,2.3%,-0.8%,i,-2.0%,i,1.7%,1.2%
COC(=O)Nc1sc2c(c1C(N)=O)CCCCCC2,i,-0.4%,-2.9%,3.0%,-1.9%,0.6%,?,-8.8%,i,-1.9%,-1.1%
CCOc1ccc(Cn2nnc(C(=O)NCc3ccccc3)c2N)cc1,·,-1.2%,·,9.9%,0.5%,-1.2%,·,4.3%,·,·,-0.9%
CCCOCC(C)O (stereo not drawn),·,-0.4%,·,2.4%,-3.7%,1.3%,·,·,·,·,-0.2%
CC1(c2cccs2)CC(c2cccs2)=C(C#N)C(=O)N1 (stereo not drawn),?,-0.9%,2.6%,7.8%,-4.6%,-6.3%,6e-08M*,13.3%,8.52e-08M*,-12.0%,-2.8%
COc1ccc(-c2nnnn2C)cc1S(=O)(=O)NCc1ccccc1,i,0.5%,6.4%,0.0%,-1.9%,-4.6%,?,3.9%,?,1.6%,-2.9%
CC(C)OCCCNC(=O)c1cc2c(=O)n(C)c3ccccc3c2n1C,·,-2.6%,·,?,3.4%,-0.1%,·,0.0%,·,·,6.7%
CCOc1cc2[nH]c(=S)n(CCOC)c(=O)c2cc1OCC,?,1.7%,4.3%,6.4%,3.5%,-0.9%,i,6.6%,i,5.0%,-0.6%
O=C(C1CCCO1)N1CCN(C(c2ccccc2)c2ccccc2)CC1 (stereo not drawn),·,0.0%,-2.3%,-2.8%,-1.1%,-2.0%,·,-12.7%,·,·,0.3%
CCn1cc(C(=O)NC2CCCCCC2)c2cc(OC)c(OC)cc2c1=O,i,1.8%,-0.2%,7.3%,0.9%,-0.2%,?,-3.7%,?,20.4%,-1.7%
CCn1c(SCC(=O)N2CCN(c3ccccc3)CC2)nnc1-c1cc2cc(Cl)ccc2o1,i,1.6%,0.0%,?,-0.9%,0.3%,i,6.4%,i,23.4%,-7.8%
COC(=O)CSc1nnc(-c2ccoc2C)n1-c1ccc(OC)cc1,i,-0.1%,2.3%,6.5%,6.2%,-1.3%,i,0.0%,i,-1.0%,2.1%
O=C(Cc1nc2ccccc2[nH]1)NCc1ccco1,i,-1.3%,-0.4%,-2.3%,-11.0%,-11.3%,?,-0.1%,?,-8.8%,0.0%
CCN(CC)C(=O)C1CCCN(Cc2ccc(OC)c(C)c2)C1 (stereo not drawn),·,0.6%,·,-9.3%,-2.8%,2.2%,·,·,·,·,0.6%
COc1ccc(C2C3=C(N=C4SCC(=O)N42)c2ccccc2CC3)cc1OC (stereo not drawn),i,-0.4%,-2.6%,25.2%,-3.3%,-8.4%,i,22.4%,i,40.6%[activator],0.0%
COc1ccc(NC(=O)CSc2nnc(C3CC3)n2N)cc1,i,0.8%,-1.1%,-1.1%,-0.1%,-1.0%,i,-0.8%,i,0.1%,-1.6%
Oc1[nH]c2ccccc2c1OCc1ccncc1,?,0.3%,2.1%,1.5%,-0.6%,-1.3%,i,1.7%,i,-8.4%,-3.2%
O=C(O)CCC(=O)N(Cc1ccco1)c1nc(-c2ccccc2)cs1,i,-0.2%,-1.2%,?,-1.5%,2.0%,i,1.3%,i,6.6%,0.8%
CCCCc1c(C)nn(-c2nnc3c4ccccc4n(CC)c3n2)c1C,?,-0.5%,-3.7%,21.5%,0.0%,-2.3%,1.04e-08M*,0.0%,?,-7.6%,-0.2%
Cc1ccc(S(=O)(=O)N2CCSC2c2ccco2)cc1 (stereo not drawn),i,-0.2%,-2.5%,24.8%,-3.0%,-0.7%[0.00368 µM],?,7.6%,i,-6.5%,-2.6%
Cc1nc(N)nc(C)c1Cc1ccccc1,i,-2.6%,0.0%,21.7%,-0.7%,0.1%,?,1.0%,?,9.9%,-0.2%
O=C(Nc1cnn(Cc2ccc(Cl)cc2)c1)C1CCCC1,?,0.2%,7.3%,2.3%,-0.5%,-0.7%,?,0.7%,i,-4.0%,-3.0%
CCC/C=C(\CCC)C(NC(=O)C(C)(C)C)c1ccc(C(=O)OC)cc1 (stereo not drawn),·,-2.3%,·,15.8µM*,2.5%,-3.6%,·,·,·,·,-3.6%
CC(C)CN1CC[C@@]2(CCCN(C(=O)c3csnn3)C2)C1,i,-0.7%,4.6%[9.22 µM],11.8%,-1.7%,-0.9%,i,-6.7%,i,34.8%[activator],-0.1%
O=C(CN1CCOCC1)Nc1cccc(C(=O)Nc2cccc(C(F)(F)F)c2)c1,i,-1.5%,1.0%,3.6%,0.5%,8.4%,?,-0.8%,i,13.3%,-1.0%
Cc1ccc(S(=O)(=O)NCCCCCC(=O)Nc2nccs2)cc1,i,-0.1%,-0.5%,20.5%,0.2%,-1.1%,i,-4.1%,i,-2.9%,0.0%
OC1(c2ccc(F)cc2)CCN(Cc2ccccc2)C1 (stereo not drawn),?,1.3%,-2.7%,22.0%,0.6%,1.9%,i,-5.5%,i,2.5%,-1.7%
Cc1nnc(NC(=O)c2ccc(S(=O)(=O)N3CCCCCC3)cc2)o1,i,-0.8%,1.8%,-0.2%,0.5%,2.3%,i,-1.3%,i,3.0%,-1.3%
CCOC(=O)CSc1nc2cc(C(=O)NCc3ccco3)ccc2c(=O)n1C1CCCCC1,?,-0.2%,1.6%,2.4%,-1.8%,-0.4%,?,·,?,4.5%,0.5%
CCOC(=O)c1cn(-c2ccccc2)nc1-c1cccnc1,·,-4.4%,·,-1.8%[11.4 µM],-1.3%,-2.2%,·,·,·,·,0.6%
COCCn1c(=O)c2c(nc3n2CCN3c2ccc(C)cc2)n(C)c1=O,i,1.3%,2.2%,1.9%,-0.4%,0.3%,?,8.7%,i,2.2%,-2.8%
COc1ccc(Cl)cc1Nc1nc(C)cc(=O)[nH]1,i,-0.3%,5.4%,3.3%,0.2%,-0.6%,i,17.9%,i,10.1%,-1.4%
O=S(=O)(c1ccc(Cl)cc1)N1CCN(c2ccc(N3CCOCC3)nn2)CC1,i,0.6%,0.8%,-4.9%,-0.6%,-4.4%,5.96e-08M*,-2.7%,7e-08M*,3.1%,-1.6%
COc1ccc(C2C(C(=O)NCCN(C)C)c3cc(OC)c(OC)cc3C(=O)N2C)cc1OC (stereo not drawn),i,-2.0%,0.0%,6.9%,0.9%,1.7%,i,4.2%,i,-1.5%,-0.8%
O=C(CNC1CCCCCC1)Nc1ccc(S(=O)(=O)NC2CC2)cc1,?,0.4%,0.0%,7.8%,3.4%,-1.3%,i,-0.8%,i,-2.7%,-0.7%
COc1cccc(-c2nc(NCc3ccc(OC)cc3OC)c3ccccc3n2)c1,?,0.9%,-5.0%[9.22 µM],?,-5.2%,-4.6%,i,0.2%,i,73.7%[activator],-0.9%
Cc1nc(Nc2ccc3c(c2)OCCO3)c2nnn(Cc3ccccc3Cl)c2n1,?,-0.5%,2.4%,7.0%,-1.7%,3.3%,9.78e-07M*,-0.2%,6.41e-07M*,18.8%,8.1%
N#CCCN(C(=O)COC(=O)c1ccc2c(c1)NC(=O)CS2)c1ccc2c(c1)OCCO2,?,0.3%,0.0%,-5.7%,1.2%,0.0%,i,2.0%,i,25.5%,0.4%
CC(=O)COc1cc(C)cc2oc(=O)c(C)c(C)c12,?,-1.4%,-2.0%,0.4%,-1.6%,0.8%,3.59e-08M*,-1.4%,3.16e-08M*,1.9%,-4.9%
COCCCNC(=O)c1cccc(OC)c1OC,i,-0.5%,-2.9%,3.2%,0.7%,-1.8%,i,3.3%,i,0.0%,-0.2%

# Screening results from PubChem BioAssay.
